# Bioassay records (PubChem)
# AmpC no deterg: qHTS Inhibitors of AmpC Beta-Lactamase (assay without detergent) | AmpC nitrocefin hydrolysis, absorbance 480 nm, 0.0001% Triton | Potency, µM (series often up to 57.1 µM), inactives show top-dose activity change, negative = inhibition, actives largely listed as inhibitors | actives 0.52% (n = 330,000);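 further: potency means the concentration at half of the fitted maximal effect; plate controls were no compound for no effect and no enzyme for full effect; nearly all actives have a fitted effect of over 20% in size; some results filed as inactive show a strong effect at the top dose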
# Target sequence (P00811 whole entry, looked up): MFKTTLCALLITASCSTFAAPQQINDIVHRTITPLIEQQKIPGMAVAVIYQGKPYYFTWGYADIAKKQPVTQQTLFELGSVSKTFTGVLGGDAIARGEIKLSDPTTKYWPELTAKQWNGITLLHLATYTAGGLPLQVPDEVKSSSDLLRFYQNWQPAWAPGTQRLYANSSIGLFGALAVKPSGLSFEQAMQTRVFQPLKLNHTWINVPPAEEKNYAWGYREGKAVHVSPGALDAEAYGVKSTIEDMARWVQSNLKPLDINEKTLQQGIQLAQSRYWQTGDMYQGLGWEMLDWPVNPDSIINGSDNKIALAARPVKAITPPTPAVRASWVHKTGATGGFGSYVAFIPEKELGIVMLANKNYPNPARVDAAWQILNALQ
#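 20 mM phosphate pH 7.0 + 0.01% (detergent screen) or 0.0001% Triton X-100; 5.3 nM AmpC reagent; cpd preinc 15 min RT; nitrocefin (800 uM stock) to start; A480 q20 s × 4 min; Activity was normalised to no-enzyme and no-compound control wells.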
# AMA1-RON2 inh: qHTS for Inhibitors of AMA1-RON; Towards Development of Antimalarial Drug Lead: Primary Screen; Plasmodium falciparum AMA1 (3D7) - RON2 peptide interaction; AlphaScreen AMA1-biotinylated RON2 peptide binding; Potency, µM (titrated, usually from 58.2 µM), without a hit: top-dose activity change, negative = inhibition, actives largely listed as inhibitors; actives 0.2% (n = 360,000);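 further: potency means the concentration at half of the fitted maximal effect; 0% = vehicle wells and -100% = peptide control; nearly all actives have a fitted effect of over 45% in size; some results filed as inactive show a strong effect at the top dose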
#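 AMA1 (3D7) with his tag at 25 nM final met compounds first, then biotinylated RON2 peptide at 25 nM; detection used donor plus acceptor beads, 10 µg/mL apiece, read by AlphaScreen after 30 min at room temperature.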
# Sm TGR block: qHTS Assay for the Inhibitors of Schistosoma Mansoni Peroxiredoxins; Schistosoma mansoni thioredoxin glutathione reductase (TGR), Q962Y6; purified TGR, DTNB reduction, TNB absorbance 405 nm; Potency, µM (top dose mostly 114 µM), for inactives: at the top dose activity change, negative = inhibition, usual class: inhibitors; actives 3% (n = 360,000); AID 485364, 2010; further: potency means the concentration at half of the fitted maximal effect; nearly all actives have a fitted effect of over 60% in size
#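 TGR 20 nM + NADPH 100 uM (dispensed conc.), cpd preinc 15 min RT; start with NADPH (500 uM addition) then DTNB (15 mM addition). Kinetic TNB absorbance, 405 nm filter. Four-parameter Hill fit across titration.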
# AmpC detergent: qHTS Inhibitors of AmpC Beta-Lactamase (assay with detergent) | P00811 | AmpC hydrolysis of nitrocefin, absorbance 480 nm, 0.01% Triton | Potency, µM (series often up to 114 µM), for inactives: top-dose activity change, negative = inhibition, most hits filed as inhibitors | actives 0.041% (n = 370,000);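 further: potency means the concentration at half of the fitted maximal effect; 0% = no-compound wells and -100% = no-enzyme wells; nearly all actives have a fitted effect of over 25% in size; some results filed as inactive show a strong effect at the top dose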
#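 AmpC (5.3 nM in the dispensed reagent) in 20 mM phosphate pH 7.0 with 0.01% (detergent screen) or 0.0001% Triton X-100 was preincubated with compounds for 15 min at room temperature. Nitrocefin was then added from an 800 uM solution, and hydrolysis was followed at 480 nm.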
# Giardia FBPA inh: qHTS Assay for Inhibitors of Fructose-1,6-bisphosphate Aldolase from Giardia Lamblia; AID 2451, 2010; actives 0.71% (n = 290,000); A8B2U2; purified Giardia FBPA; Potency, µM (doses to about 59.6 µM), for inactives: at the top dose activity, negative = inhibition, most hits filed as inhibitors; further: potency means the concentration at half of the fitted maximal effect; nearly all actives have a fitted effect of over 55% in size
# Target sequence (A8B2U2 whole entry, looked up): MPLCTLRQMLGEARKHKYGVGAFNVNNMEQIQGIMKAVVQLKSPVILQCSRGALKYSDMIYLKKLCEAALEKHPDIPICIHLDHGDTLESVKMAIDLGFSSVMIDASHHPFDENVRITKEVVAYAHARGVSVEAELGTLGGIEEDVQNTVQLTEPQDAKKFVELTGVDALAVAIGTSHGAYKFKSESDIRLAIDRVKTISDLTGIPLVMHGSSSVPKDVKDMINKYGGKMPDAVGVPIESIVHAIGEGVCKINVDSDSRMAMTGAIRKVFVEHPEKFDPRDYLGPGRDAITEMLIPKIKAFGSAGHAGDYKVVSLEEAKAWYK
#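 40 nM FBPA preincubated 10 min at RT with compound (up to 57.5 uM final), then substrate plus GAPDH/TPI/NAD/arsenate coupling and diaphorase/resazurin added. Fluorescence read after 20 min at RT, 525/598 nm.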
# HCMV inh: qHTS Assay for inhibitors of the human cytomegalovirus (HCMV) | activity change, negative = inhibition, % at 57.5 µM | HFF cells, HCMV-luciferase reporter, 72 h; active compounds read low | actives 4.5% (n = 410,000) | AID 1259415, 2018; in the data active means activity change below about -60%; inconclusive means no clear call, values can overlap the other calls; inactive means above about -39%
#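 Luciferase read-out from HCMV-luciferase-infected HFFs (MOI 1 PFU/cell) 72 h post infection at 37C; compounds added after 16 h cell attachment; activity normalized between buffer-only basal and Salinomycin (10uM) inhibitor controls.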
# Active calls of the source: *; ? = inconclusive; · = not tested or not shown; [ ] = another dose, or the depositor's remark. Unless noted, the call rests on the fitted dose curve; in most records, active means well fitted curve in the direction sought with a large enough effect; inconclusive means small, poorly fitted or top-dose-only effect, or another doubt; inactive means no such curve, though single readings can be large; an effect the other way counts as inactive or inconclusive. Unless noted, on the % scale 0 is the no-effect control and ±100 the full control effect.
cpd	canonical_smiles	AmpC no deterg	AMA1-RON2 inh	Sm TGR block
1	N#Cc1ccccc1OCC(=O)OCC(=O)c1ccc[nH]1	-13%	7%	1%
2	O=C(Cc1cccs1)Nc1cc(S(=O)(=O)N2CCCCC2)ccc1Cl	-34%	-7%	0%
3	Cc1cc(C(=O)NCc2ccc(Cl)cc2)n(-c2ccccc2)n1	2%	0%	-31%
4	COc1ccc2c(c1)C(=O)N1[C@H]3c4cc(C)ccc4OC[C@@H]3[C@H](c3ccccc3)[C@]1(C)C(=O)N2	-1%	5%	-1%
5	COc1ccc(NS(=O)(=O)c2ccc(-c3cnc(C4CC4)o3)cc2)cc1OC	6%	-8%	51%[activator]
6	O=C(NCCC1=CCCCC1)c1cc(COc2c(F)cccc2F)on1	-22%	5%	-8%
7	Clc1ccc2nnc(Cl)n2n1	-22%	0%	-1%
8	COc1ccc(F)cc1S(=O)(=O)Nc1ccc(C)cc1	-1%	-2%	-2%
9	Cc1cc(C)n2nc(CCCO)nc2n1	-22%	-3%	5%
10	COc1ccc(CCNC(=O)CCCc2nnc3n(C)c(=O)c4sccc4n23)cc1OC	0%	-5%	0%

cpd	AmpC detergent	Giardia FBPA inh	HCMV inh
1	3%	·	29
2	?	·	-19
3	-1%	1%	0
4	-11%	·	?
5	-11%	·	-74*
6	-10%	5%	-27
7	2%	2%	-5
8	-1%	?	30
9	2%	1%	-16
10	-1%	-3%	-22

# Following part.
cpd	canonical_smiles	AmpC no deterg	AMA1-RON2 inh	Sm TGR block
11	COc1ccc(C(C)=O)cc1COc1ccc(-n2cnnn2)cc1	11%	-7%	20µM*
12	CCN1CCCC1CNC(=O)c1ccc(N2CCOCC2)c(NS(=O)(=O)c2ccc(OC)cc2)c1 (stereo unspecified)	-17%	-3%	2%
13	CCCOc1ccc(C(=O)NC(=S)N2C[C@H]3C[C@H](C2)c2cccc(=O)n2C3)cc1	-32%	105%[activator]	-26%
14	O=C(COc1ccc(Br)cc1Cl)NCCCN1CCOCC1	10%	-10%	3%
15	Cc1ccc(Cn2c(S(=O)(=O)O)nc3ccccc32)cc1	-17%	1%	-28%
16	NC(=O)C1CCN(Cc2nc(-c3cccs3)no2)CC1	-18%	5%	0%
17	CC[C@]12C=CCN3CCC4(c5cc(Br)c(OC)cc5N(C)C4[C@@](O)(C(=O)OC)[C@@H]1OC(C)=O)C32 (stereo partly specified)	180%[activator]	0%	-4%
18	CCCn1c(SCC(=O)OCC)nc(C(F)(F)F)cc1=O	0%	27%	-2%
19	COCc1cc(C)nc(Nc2ccc(C)cc2C)c1C#N	-6%	1%	2%
20	O=C(CNc1n[nH]c(=O)[nH]c1=O)N/N=C/c1ccccc1	-3%	10%	-15%

cpd	AmpC detergent	Giardia FBPA inh	HCMV inh
11	-12%	-4%	29
12	5%	-20%	-15
13	-11%	?	8
14	1%	·	0
15	-12%	10%	34
16	-5%	3%	24
17	-6%	-3%	-23
18	-14%	8%	19
19	1%	0%	-16
20	2%	1%	-30

# (continued)
cpd	canonical_smiles	AmpC no deterg	AMA1-RON2 inh	Sm TGR block
21	Cc1c(C(=O)NC(C)C2CC3CCC2C3)cccc1[N+](=O)[O-] (stereo unspecified)	-14%	5%	0%
22	CCOc1ccc(C(=O)NCCN(C)C)cc1	1%	0%	3%
23	COc1cc(OC)c(NC(=O)CN(C)S(=O)(=O)c2ccc(-c3ccc(=O)[nH]n3)s2)cc1Cl	67%[activator]	10%	?
24	Cc1ccccc1OCc1nc(-c2ccc(NC(=O)c3ccc4c(c3)OCO4)cc2)no1	-47%	-5%	-2%
25	O=c1[nH][nH]c(=S)n1C1CCCCC1	-8%	-9%	-18%
26	C/C(CC(=O)Nc1cccnc1)=N\NC(=O)C(=O)NC(C)C	1%	83%[activator]	-25%
27	CN(C)CCCNC(=O)C[C@H]1C[C@H](C(=O)N2CCCCC2)[C@@]2(C)c3[nH]c4cc(-c5ccco5)ccc4c3CCN2C1=O	236%[activator]	-4%	·
28	Cc1ccnc(NC(=O)C2CCN(S(=O)(=O)c3ccc4ccccc4c3)CC2)c1	-41%	-23%	10%
29	Cc1ccccc1N(C(=O)c1ccccn1)C(C(=O)NCc1ccccc1)c1ccncc1 (stereo unspecified)	28%	20%	-10%
30	Cc1ccc(CNC(=O)CN2C(=O)COc3ccc(S(=O)(=O)N4CCC(C)CC4)cc32)cc1	·	·	1%
31	COc1ccc(C=O)cc1CN1C(=O)c2ccccc2C1=O	-15%	-2%	7%
32	COc1ccc(OC)c(N=C(N)N=C(N)N)c1	-13%	73%[activator]	4%

cpd	AmpC detergent	Giardia FBPA inh	HCMV inh
21	-8%	6%	?
22	4%	0%	15
23	0%	·	-22
24	?	11%	-14
25	-1%	20µM*	·
26	-4%	-20%	0
27	·	·	-39
28	-3%	·	-15
29	-11%	10%	-20
30	6%	·	-26
31	-23%	3%	30
32	-1%	-1%	12

# From compound 30 up to 32, as listed above:
cpd	canonical_smiles	AmpC no deterg	AMA1-RON2 inh	Sm TGR block
30	Cc1ccc(CNC(=O)CN2C(=O)COc3ccc(S(=O)(=O)N4CCC(C)CC4)cc32)cc1	·	·	1%
31	COc1ccc(C=O)cc1CN1C(=O)c2ccccc2C1=O	-15%	-2%	7%
32	COc1ccc(OC)c(N=C(N)N=C(N)N)c1	-13%	73%[activator]	4%

cpd	AmpC detergent	Giardia FBPA inh	HCMV inh
30	6%	·	-26
31	-23%	3%	30
32	-1%	-1%	12

# 5 records picked at random from those above:
cpd	canonical_smiles	AmpC no deterg	AMA1-RON2 inh	Sm TGR block
21	Cc1c(C(=O)NC(C)C2CC3CCC2C3)cccc1[N+](=O)[O-] (stereo unspecified)	-14%	5%	0%
28	Cc1ccnc(NC(=O)C2CCN(S(=O)(=O)c3ccc4ccccc4c3)CC2)c1	-41%	-23%	10%
27	CN(C)CCCNC(=O)C[C@H]1C[C@H](C(=O)N2CCCCC2)[C@@]2(C)c3[nH]c4cc(-c5ccco5)ccc4c3CCN2C1=O	236%[activator]	-4%	·
23	COc1cc(OC)c(NC(=O)CN(C)S(=O)(=O)c2ccc(-c3ccc(=O)[nH]n3)s2)cc1Cl	67%[activator]	10%	?
22	CCOc1ccc(C(=O)NCCN(C)C)cc1	1%	0%	3%

cpd	AmpC detergent	Giardia FBPA inh	HCMV inh
21	-8%	6%	?
28	-3%	·	-15
27	·	·	-39
23	0%	·	-22
22	4%	0%	15
